FN deposit inh = fibronectin deposition inhibition. AH1F fibroblasts, Alexa488-fibronectin deposition fluorescence, overnight. inhibition, % at 12.6 µM. 350,000 tested, 0.086% active. AID 743247;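 active = mean inhibition across replicates of 30% or more, regardless of how many single replicates reach that level; inconclusive = mean under 30% yet at least half of replicates reach 30%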;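 note: positive control wells lacked labelled fibronectin entirely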
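Material – AH1F fibroblast monolayer, labelled fibronectin deposition · Reagent – labelled fibronectin 24 nM · Timing – 1 h adhesion, overnight exposure · Measured by – fluorescence at 485 nm excitation, 525 nm emission · Read-out – inhibition of fibronectin deposition signal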
PGC1a acetyl inh = modulators of PGC1a acetylation; inhibition, % at 15.6 µM; 350,000 tested, 0.17% active; U2OS PGC1a acetylation, AlphaScreen anti-acetyl-lysine; with virally co-expressed GCN5 acetyltransferase;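 active = every replicate shows inhibition of at least 40%; inconclusive = mean inhibition at least 40% but some replicate below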;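 note: 0% = neutral control wells and 100% = positive control wells; some results beyond the cut were filed as inactive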
CFTR F508del cor = correctors of CFTR F508del function in bronchial epithelial cells; CFBE cells, YFP halide quenching; stimulated with forskolin plus potentiator P3; % fluorescence drop versus neutral controls; activity (quench increase), % at 7.58 µM; 350,000 tested, 0.36% active; AID 720511;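 active = mean added fluorescence quench of at least 8% versus neutral control, with both replicates also reaching 8%; inconclusive = only one of the mean or replicate conditions met; inactive = mean below 8% and not both replicates reaching 8%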;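 note: cells transiently co-express mutant CFTR-F508del with the halide-sensitive YFP; corrector assay measuring rescue of mutant channel to the surface after 24 h compound exposure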
GSIS activator = primary screen for activators of insulin secretion dependent on glucose, INS-1E cells, GLuc reporter luminescence; INS-1E GLuc reporter insulin secretion, 2-3 h; activation, % at 16.6 µM; 370,000 tested, 0.61% active; AID 743287;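 active = lowest replicate activation of at least 40%, so every replicate reaches that level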;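 note: 0% = median of neutral control wells and 100% = median of IBMX positive control wells; some compounds called inactive have numbers as strong as hits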
Cneo AK release = Cryptococcus neoformans lysis via adenylate kinase release | lysis activity, % at 15 µM | AID 651654 | 360,000 tested, 0.2% active | C. neoformans lysis, adenylate kinase release luminescence, 4 h; normalised: neutral wells 0, clomiphene wells 100;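 active = mean lysis activity across replicates of at least 80%, whatever share of replicates individually reach that level; inactive = mean lysis activity below 80%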
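Assay system: log-phase C. neoformans yeast / Quantity: yeast cell density of 5 × 10^6 cells/mL / Medium: fresh YPD growth medium / Compound: single dose / Timing: static 4 h at 37 °C with compound, 1 h detection / Measured by: adenylate kinase release luminescence / Read-out: lysis from increased AK signal / Benchmarks: Clomiphene as positive lysis control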
* = called active by the depositor; ? = inconclusive; · = no result given. These rows are one share of the data. The share of hits here may be higher or lower than overall.

SMILES	FN deposit inh	PGC1a acetyl inh	CFTR F508del cor	GSIS activator	Cneo AK release
O=C(C1=C[C@@H](c2ccc3c(c2)OCO3)C[C@@H](OCc2ccc(CO)cc2)O1)N1CCN(Cc2ccccc2)CC1	·	·	1.8	·	0
O=C(C1=C[C@H](c2ccccc2)C[C@H](OCc2ccc(CO)cc2)O1)N1CCCC1	·	·	-0.4	·	0
NCCCCCNC(=O)[C@@H]1C[C@@H]2C(=O)N[C@@H](Cc3ccccc3)C(=O)N2[C@@H]1c1cccc(OCCO)c1	·	·	-0.2	·	-4
O=S(=O)(c1ccc(Cl)cc1)N1CCN(Cc2cccc(OCCO)c2)CC1	·	·	1.5	·	28
NC(=O)NCC#Cc1ccc2c(c1)[C@]1(C(=O)N2)[C@H](c2ccccc2OCCO)N2[C@H](c3ccccc3)[C@H](c3ccccc3)OC(=O)[C@H]2[C@@H]1C(=O)N1CCN(c2ncccn2)CC1	·	·	-0.5	·	-2
O=C(Nc1ccc(F)cc1)N[C@@H]1C[C@@H]2O[C@@H](CO)CC[C@@H]2O[C@@H]1CCc1ccc(C2=CCCC2)cc1	·	-28	-3.4	·	·
O=C(N[C@@H]1C[C@@H]2O[C@@H](CO)CC[C@@H]2O[C@@H]1CCc1ccc(C#Cc2ccccc2)cc1)c1ccccn1	·	-19	1.2	·	·
CC(=O)N[C@H]1C[C@@H]2O[C@H](CO)CC[C@@H]2O[C@@H]1CCc1ccc(C#CC2(O)CCCC2)cc1	·	-2	1.0	·	·
O=C(NC[C@@H]1CC[C@@H]2[C@@H](CN2C(=O)C2CCOCC2)O1)Nc1ccccc1Cl	·	-9	-2.1	·	·
OCCC1CN(Cc2cccn2-c2cccnc2)CCN1Cc1ccccc1 (centres undefined)	·	8	0.4	·	·
COc1ccc(-n2nnnc2SCC(=O)c2ccc3c(c2)OCCO3)c(OC)c1	·	4	2.5	·	·
CN(C)CC(=O)N[C@H]1C[C@@H]2O[C@H](CO)CC[C@@H]2O[C@@H]1CCc1ccc(C#Cc2ccccc2)cc1	·	-22	-5.9	·	·
O=C(N[C@H]1C[C@@H]2O[C@@H](CO)CC[C@@H]2O[C@@H]1CCc1ccc(C#CC2CC2)cc1)c1cccc(F)c1	·	-1	-2.6	·	·
O=C(NC[C@@H]1CC[C@H]2[C@H](CN2Cc2ccccc2F)O1)C1CC1	·	-2	-3.7	·	·
Cn1cnc(S(=O)(=O)NC[C@H]2CC[C@H]3[C@H](CN3Cc3nccs3)O2)c1	·	-4	0.5	·	·
O=C(C[C@@H]1C=C[C@@H](NC(=O)c2ccncc2)[C@@H](CO)O1)NCc1ccncn1	·	2	-0.2	·	·
CCC(=O)N[C@@H]1C[C@@H]2O[C@H](CO)CC[C@@H]2O[C@@H]1CCc1ccc(-c2cccc(OC)c2)cc1	·	-18	-1.2	·	·
CN(C)CC(=O)N[C@@H]1C[C@@H]2O[C@@H](CO)CC[C@@H]2O[C@@H]1CCc1ccc(-c2ccc(F)cc2)cc1	·	-9	-0.2	·	·
O=C(N[C@@H]1C[C@@H]2O[C@@H](CO)CC[C@@H]2O[C@@H]1CCc1ccc(-c2ccccc2)cc1)c1cnccn1	·	-10	1.9	·	·
CCCc1cn([C@H]2C[C@@H]3O[C@H](CO)CC[C@@H]3O[C@@H]2CCc2ccc(C#CCc3ccccc3)cc2)nn1	·	-7	1.2	·	·
Cc1ccc(S(=O)(=O)NC[C@@H]2CC[C@@H]3[C@@H](CN3Cc3ccccc3C(=O)O)O2)cc1	·	6	1.6	·	·
Cc1cccc(S(=O)(=O)NC[C@@H]2CC[C@H]3NC[C@H]3O2)c1	·	1	-5.8	·	·
O=C(NC[C@@H]1CC[C@H]2[C@H](CN2Cc2cc(-c3ccccc3)on2)O1)c1ccc2c(c1)OCO2	·	-25	-4.6	·	·
Cc1ccc(-c2ccc(C3[C@@H]4CN(S(=O)(=O)c5cccc(C)c5)C[C@H]3N4)cc2)cc1 (some centres undefined)	·	-8	-3.7	·	·
COCC#Cc1ccc(CC[C@H]2O[C@H]3CC[C@H](CO)O[C@H]3C[C@@H]2n2cc(C3(O)CCCC3)nn2)cc1	·	-4	-1.2	·	·
COCC#Cc1ccc(CC[C@H]2O[C@H]3CC[C@H](CO)O[C@H]3C[C@H]2NC(=O)Nc2c(C)noc2C)cc1	·	1	-0.8	·	·
CC(C)c1cn([C@H]2C[C@@H]3O[C@H](CO)CC[C@@H]3O[C@@H]2CCc2ccc(C#CC3(O)CCCC3)cc2)nn1	·	22	2.3	·	·
CC(=O)N[C@@H]1C[C@@H]2O[C@@H](CO)CC[C@@H]2O[C@@H]1CCc1ccc(C#CC2(O)CCCC2)cc1	·	9	1.8	·	·
O=S(=O)(NC[C@@H]1CC[C@H]2NC[C@H]2O1)c1ccccc1F	·	-2	0.5	·	·
Cc1ccc(S(=O)(=O)NC[C@H]2CC[C@H]3[C@H](CN3Cc3ccccc3C(=O)O)O2)cc1	·	-4	-4.1	·	·
O=C(NC[C@@H]1CC[C@H]2[C@H](CN2Cc2ccccc2C(=O)O)O1)c1ccc(F)cc1	·	-7	-0.1	·	·
O=C(NC[C@H]1CC[C@@H]2[C@@H](CN2C(=O)C2CCOCC2)O1)c1cccnc1	·	8	-0.3	·	·
CCOC(=O)c1ccc2c(c1)C(=O)N(C1CCCCC1)C2=O	·	7	-2.8	·	·
O=C(NC[C@H]1CC[C@@H]2[C@@H](CN2C(=O)Cc2ccncc2)O1)C1CCOCC1	·	3	0.5	·	·
COc1cccc(C#Cc2ccc3c(c2)[C@H]2[C@H](CCN2C(=O)c2ccc4c(c2)OCO4)[C@H](CO)N3)c1	·	-21	1.1	·	·
CC(=O)N[C@@H]1C[C@@H]2O[C@@H](CO)CC[C@@H]2O[C@@H]1CCc1ccc(-c2ccc(F)cc2)cc1	·	-9	-1.0	·	·
OCCC1CN(Cc2ccc(C(F)(F)F)cc2)CCN1Cc1ccccc1 (centres undefined)	·	-27	5.0	·	·
CN(C)CC(=O)N[C@H]1C[C@@H]2O[C@H](CO)CC[C@@H]2O[C@@H]1CCc1ccc(C2=CCCCC2)cc1	·	-12	-3.6	·	·
CCC/C(=N\NC(=O)c1ccccc1C)c1ccccc1	3	4	·	·	·
Cc1c(Br)c(C(=O)NCc2cc3cc(Cl)ccc3[nH]2)nn1C	5	-9	·	·	·
Cc1ccc(S(=O)(=O)CCC(=O)OCC(=O)c2c[nH]c3ccccc23)cc1	6	9	·	·	·
COc1ccc(-c2csc(NC(=O)CSc3ccc(Br)cc3)n2)c(OC)c1	-1	-15	·	·	·
Cc1c(C(=O)O)sc(=S)n1-c1ccc(Cl)cc1	7	13	·	·	·
Cc1ccccc1Nc1ccc(S(=O)(=O)N2CCOCC2)cc1[N+](=O)[O-]	6	-3	·	·	·
CCn1c(C)nc2cc(C(=O)NNC(=O)CCC3CCCC3)ccc21	0	1	·	·	·
CSc1c(CC(=O)Nc2ccccc2)n(Cc2ccccc2)c2ccccc12	10	5	·	·	·
CC(C)(C)c1cc(CCC(=O)NNC(=O)c2ccco2)cc(C(C)(C)C)c1O	-1	-5	·	·	·
CN(c1ccccc1)S(=O)(=O)c1ccc(Cl)c(C(=O)NCCc2c[nH]c3ccccc23)c1	-1	-9	·	·	·
CCOC(=O)C1=C(CSc2nc3ccccc3s2)NC(=O)NC1c1ccc(OC)cc1 (centres undefined)	2	2	·	·	·
O=C1[C@@H]2[C@@H]3C[C@@H]([C@H]4ON=C(c5ccc(Cl)cc5)[C@@H]34)[C@@H]2C(=O)N1C1CCCCC1	4	-6	·	·	·
COc1ccc(CNC(=O)CCSCc2cccc(Cl)c2)c(OC)c1	6	-30	·	·	·
Cc1ccc(C(=O)/C=C/c2ccc(-c3ccccc3[N+](=O)[O-])o2)cc1	-3	11	·	·	·
Cc1ccccc1CSCC(=O)Nc1ccccc1-c1ccccc1	-4	-15	·	·	·
O=C(CCCC(=O)NCCc1ccccc1)NCCc1ccccc1	-2	3	·	·	·
Cc1ccc(C(=O)OC(C(=O)Nc2ccc(Cl)cc2C(F)(F)F)c2ccccc2)cc1 (centres undefined)	-4	8	·	·	·
Cc1ccc(NC(=O)COC(=O)COc2ccc(Cl)cc2)c([N+](=O)[O-])c1	-5	?	·	·	·
COc1ccc(OC)c(-c2csc(NC(=O)CSc3ccc(Br)cc3)n2)c1	-2	-4	·	·	·
Cc1csc(NC(=O)c2nn(C)c(C)c2[N+](=O)[O-])n1	5	-4	·	·	·
O=C(NNc1nc(=O)c2cccnc2s1)c1ccccc1O	·	0	·	32	·
Oc1ccc(-c2nccc(-c3ccc(Cl)cc3)n2)cc1	·	-1	·	9	·

Some values from the list:
CCCc1cn([C@H]2C[C@@H]3O[C@H](CO)CC[C@@H]3O[C@@H]2CCc2ccc(C#CCc3ccccc3)cc2)nn1 in PGC1a acetyl inh is listed with -7
O=C(NC[C@H]1CC[C@@H]2[C@@H](CN2C(=O)C2CCOCC2)O1)c1cccnc1 in PGC1a acetyl inh is listed with 8
O=C(NC[C@@H]1CC[C@H]2[C@H](CN2Cc2cc(-c3ccccc3)on2)O1)c1ccc2c(c1)OCO2 in PGC1a acetyl inh is listed with -25
O=C1[C@@H]2[C@@H]3C[C@@H]([C@H]4ON=C(c5ccc(Cl)cc5)[C@@H]34)[C@@H]2C(=O)N1C1CCCCC1 in PGC1a acetyl inh is listed with -6
O=C(N[C@@H]1C[C@@H]2O[C@@H](CO)CC[C@@H]2O[C@@H]1CCc1ccc(C#Cc2ccccc2)cc1)c1ccccn1 in PGC1a acetyl inh is listed with -19
COc1ccc(CNC(=O)CCSCc2cccc(Cl)c2)c(OC)c1 in FN deposit inh is listed with 6

Continuation.
SMILES	FN deposit inh	PGC1a acetyl inh	CFTR F508del cor	GSIS activator	Cneo AK release
CCN(CC)CCNCC(O)(c1ccc(Cl)cc1)c1ccc(Cl)cc1	·	-13	·	-20	·
Cc1cc(C)n2cc(CSc3nncn3C)nc2n1	·	3	·	9	·
O=C(/C=C/c1ccccc1)N1c2ccccc2Sc2ccc(C(F)(F)F)cc21	·	1	·	-8	·
N=c1n(Cc2ccccc2)c2ccccc2n1CC(O)COc1ccc(Cl)cc1Cl (centres undefined)	·	?	·	-2	·
CCOn1c(=O)c(-c2cccs2)[n+]([O-])c2ccccc21	·	1	·	21	·
Cc1cc(Br)c2c(c1)/C(=C/C(=O)c1cccs1)C(=O)N2	·	-16	·	-7	·
CCOC(=O)C1=C(Cn2cnc3ccccc32)NC(=O)NC1c1cc(C)ccc1C (centres undefined)	·	-3	·	-30	·
CCN(CC)c1nc(-c2ccccn2)nc(-c2ccccc2)c1C#N	·	-6	·	-27	·
Cc1ccc(C)c(NC(=O)CCC(=O)N/N=C/c2ccc3c(c2)OCO3)c1	·	-10	·	-11	·
CCOC(=O)C(C)Sc1nc(-c2ccccn2)ncc1OC (centres undefined)	·	-13	·	6	·
CCC(C)n1c(=S)[nH]c2ccccc2c1=O (centres undefined)	·	-8	·	-29	·
O=C(c1ccc(Cl)cc1)C1CCCN(Cc2cccn2-c2cccnc2)C1 (centres undefined)	·	-7	·	-1	·
COc1cc(/C=C2/C(=N)N3C=CSC3=NC2=O)ccc1OCCCOc1cc(C)ccc1C	·	3	·	5	·
Cc1ccc(NS(=O)(=O)c2cccc([N+](=O)[O-])c2)nc1	·	-1	·	-2	·
Cc1cc(C(=O)Nn2cnc3ccccc3c2=O)ccc1[N+](=O)[O-]	·	9	·	-16	·

Structures from the list above containing an NH in an aromatic ring, in the order listed:
SMILES	FN deposit inh	PGC1a acetyl inh	CFTR F508del cor	GSIS activator	Cneo AK release
Cc1c(Br)c(C(=O)NCc2cc3cc(Cl)ccc3[nH]2)nn1C	5	-9	·	·	·
Cc1ccc(S(=O)(=O)CCC(=O)OCC(=O)c2c[nH]c3ccccc23)cc1	6	9	·	·	·
CN(c1ccccc1)S(=O)(=O)c1ccc(Cl)c(C(=O)NCCc2c[nH]c3ccccc23)c1	-1	-9	·	·	·
CCC(C)n1c(=S)[nH]c2ccccc2c1=O (centres undefined)	·	-8	·	-29	·

Full records, looked up by structure:
`CCOC(=O)C(C)Sc1nc(-c2ccccn2)ncc1OC` (centres undefined) reads FN deposit inh = ·; PGC1a acetyl inh = -13; CFTR F508del cor = ·; GSIS activator = 6; Cneo AK release = ·
`O=C(/C=C/c1ccccc1)N1c2ccccc2Sc2ccc(C(F)(F)F)cc21` reads FN deposit inh = ·; PGC1a acetyl inh = 1; CFTR F508del cor = ·; GSIS activator = -8; Cneo AK release = ·

Screens deposited in PubChem by Broad Institute.
